NadD inh: inhibitors of Staphylococcus aureus NadD; purified NadD enzyme, colorimetric absorbance read-out; inhibition, % at 20 µM; hit rate 0.78% among 360,000; AID 602399; in the data active means inhibition above about 26%; further: some compounds past the cut are filed as inactive
Neddylation inh: cullin neddylation inhibition; P61081+Q13564; TR-FRET cullin neddylation, biochemical; calls only at 25 µM; hit rate 0.58% among 360,000; in the data active means inhibition above about 36%
LMPTP inh: LMPTP (human) inhibition | hit rate 0.22% among 360,000 | recombinant LMPTP-A, OMFP fluorogenic substrate, fluorescence intensity | P24666 | inhibition, % at 20 µM | AID 651560;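 active means compounds that cut the enzyme signal by at least half of the control window in the single-dose screen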;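 further: plate controls were DMSO wells with enzyme plus substrate for no effect and substrate without enzyme for full effect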
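Assay system: LMPTP-A, protein tyrosine phosphatase of low molecular weight / Medium: pH 6.0 Bis-Tris buffer with DTT and Triton X-100 / Schedule: 50 min enzyme reaction at room temperature, protected from light / Measured by: endpoint fluorescence intensity from OMFP dephosphorylation / Read-out basis: % inhibition relative to no-enzyme and uninhibited control wells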
CSN inh: inhibitors of human CSN-mediated cullin deneddylation; hit rate 0.38% among 360,000; Purified CSN, SCF-Nedd8-OG deneddylation, fluorescence polarization; Q92905; inhibition, % at 12.5 µM;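 active means pattern-corrected inhibition above about 35%, with an unprinted fluorescence ratio check between 0.5 and 1.5, limit read from the data, passing the limit was not always enough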;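 further: 0% = enzyme with substrate and 100% = substrate without enzyme; some results filed as inactive read as strong as hits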
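Material: human Csn5 produced in HEK293T cells; Input: enzyme 0.24 nM; Reagent: SCFSkp2-Nedd8OG substrate at 10 nM final; Dosing: 12.5 µM compound; Incubation: 90 min reaction at room temperature; Detection: fluorescence polarization of the substrate; Evaluation: % inhibition of substrate cleavage by Csn5; Control set: substrate-only high control, full reaction low control.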
DNMT1 block: DNMT1 (human) enzyme inhibition; P26358; DNMT1 molecular beacon, Hinp1I cleavage, fluorescence; inhibition (reported as % activation of signal), % at 10 µM; hit rate 0.83% among 360,000; AID 588458; in the data active means inhibition above about 50%
Target sequence (P26358 504-1616 limits assumed): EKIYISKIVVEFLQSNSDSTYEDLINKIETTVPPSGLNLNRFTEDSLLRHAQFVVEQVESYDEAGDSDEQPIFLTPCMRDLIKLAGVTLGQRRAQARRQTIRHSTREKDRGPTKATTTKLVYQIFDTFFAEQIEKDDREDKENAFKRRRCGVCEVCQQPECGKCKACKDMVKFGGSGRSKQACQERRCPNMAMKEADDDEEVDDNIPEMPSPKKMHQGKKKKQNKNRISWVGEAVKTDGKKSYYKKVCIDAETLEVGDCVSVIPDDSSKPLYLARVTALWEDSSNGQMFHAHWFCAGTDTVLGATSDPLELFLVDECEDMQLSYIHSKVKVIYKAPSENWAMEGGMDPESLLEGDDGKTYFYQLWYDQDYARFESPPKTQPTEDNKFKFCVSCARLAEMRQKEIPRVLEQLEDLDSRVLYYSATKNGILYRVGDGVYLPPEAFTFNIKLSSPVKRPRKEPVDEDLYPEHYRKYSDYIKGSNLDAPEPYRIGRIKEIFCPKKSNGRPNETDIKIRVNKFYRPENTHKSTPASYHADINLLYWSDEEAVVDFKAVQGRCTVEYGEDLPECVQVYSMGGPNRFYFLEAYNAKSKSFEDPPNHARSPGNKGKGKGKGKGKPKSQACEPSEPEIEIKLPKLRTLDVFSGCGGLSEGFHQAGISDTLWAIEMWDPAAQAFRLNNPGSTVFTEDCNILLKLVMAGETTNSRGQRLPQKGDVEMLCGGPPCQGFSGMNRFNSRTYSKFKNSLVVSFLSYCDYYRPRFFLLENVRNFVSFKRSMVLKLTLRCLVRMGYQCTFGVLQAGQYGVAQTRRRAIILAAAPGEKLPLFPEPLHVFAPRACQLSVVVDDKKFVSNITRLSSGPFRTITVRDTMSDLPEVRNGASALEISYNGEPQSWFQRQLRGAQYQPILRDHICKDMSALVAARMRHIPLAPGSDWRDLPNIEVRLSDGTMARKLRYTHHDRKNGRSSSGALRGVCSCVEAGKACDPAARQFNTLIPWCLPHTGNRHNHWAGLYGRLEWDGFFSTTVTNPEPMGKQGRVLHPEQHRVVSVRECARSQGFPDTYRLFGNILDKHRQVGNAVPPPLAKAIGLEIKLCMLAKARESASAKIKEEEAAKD
Rin1-Abl PPI inh: blocks binding of human Rin1 to Abl; P00519+Q13671; TR-FRET Rin1/Abl binding, biochemical; inhibition, % at 7.35 µM; hit rate 0.4% among 360,000; in the data active means inhibition above about 5%, passing the limit was not always enough
Scp-1 inhibitor: inhibitors of human Scp-1 phosphatase. Recombinant Scp1, phosphopeptide, malachite green phosphate absorbance. hit rate 0.88% among 340,000. Q9GZU7. AID 493091. inhibition, % at 20 µM;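 active means inhibition above about 50% at 20 µM, limit read from the data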;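 further: plate controls were DMSO wells with enzyme for no effect and wells lacking enzyme for full effect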
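System: SCP-1 catalytic domain; Reagent: Phospho 17-mer peptide substrate; Doses: one concentration, 20 µM, with 1.0% DMSO; Incubation: 45 min room-temperature reaction, 5 min colour, 30 min stabiliser; Signal: Phosphate-binding colour reagent, absorbance read at 630 nm.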
Rpn11 block: inhibitors of human proteasome Rpn11. O00487. human 26S proteasome, Ub4-pepOG fluorescence polarization; 20S core pre-blocked with epoxomicin. calls only at 20 µM. hit rate 0.59% among 360,000. AID 588493;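 active means inhibition at 20 µM, scaled to each plate's controls, above about 33%, limit read from the data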
SUMO1-SIM PPI: modulators of human SUMO1-mediated protein-protein interactions | P63165 | SUMO1 binding to a labelled peptide, TR-FRET, 1 h | inhibition, % at 20 µM | hit rate 0.33% among 360,000 | AID 602429; in the data active means inhibition above about 37%
STEP inh: STEP (human) phosphatase inhibition. AID 588621. inhibition, % at 20 µM. recombinant STEP, OMFP fluorogenic substrate, fluorescence. P54829. hit rate 0.25% among 360,000;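 active means inhibition at 20 µM, scaled per plate between control wells, above about 37%, limit read from the data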;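 further: 0% = DMSO with enzyme and substrate and 100% = substrate only without enzyme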
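Measure: Control-normalized % inhibition with plate pattern correction | Test system: STEP phosphatase, cell-free reaction | Medium: pH 6.0 Bis-Tris with DTT and Tween 20 | Technique: Fluorescence, 480/540 nm | Times: Reaction 20 min, ambient temperature | Doses: Single compound dose of 20 µM, 1% DMSO final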
Starred values were filed as active, the others as inactive; i = inactive; . = no result given; + = active, no number.

[1] Cc1cc(C)n(-c2nnc(C)n2/N=C/c2ccccc2OCc2ccccc2Cl)n1
[2] Cc1ccc(OCC(=O)Nc2ccon2)c([N+](=O)[O-])c1
[3] COc1cc(C(C)=O)ccc1OCC(O)Cn1nc(C)c(Br)c1C (configuration not stated)
[4] COc1cccc(CNC(=O)CCCN2C(=O)C(c3ccccc3)Oc3cccnc32)c1OC (configuration not stated)
[5] O=C(CN1C(=O)NC2(CCCc3ccccc32)C1=O)Nc1cccc(S(=O)(=O)N2CCCCC2)c1 (configuration not stated)
[6] COc1ccc(Cl)cc1C(=O)NNC(=O)c1ccc(F)c(S(=O)(=O)N2CCOCC2)c1
[7] Cc1ccc(NC(=O)COc2ccccc2)cc1S(=O)(=O)N1CCCCCC1
[8] O=C(N/N=C/c1c[nH]c2ccccc12)c1ccc2c(c1)OCCO2
[9] CCCCN1Cc2c(nc3cc(-c4ccccc4)[nH]n3c2=O)C1=O
[10] CC(=O)N1c2ccccc2N=C(c2ccc3c(c2)OCO3)C1C(=O)NCc1ccccc1 (configuration not stated)

Compound	1	2	3	4	5	6	7	8	9	10
NadD inh	-6	-2	7	6	2	1	-8	-3	-3	.
Neddylation inh	i	i	i	i	i	i	i	i	.	i
LMPTP inh	-0.2	-2.8	0.8	0.1	1.2	0.3	1.5	-1.6	0.6	0.5
CSN inh	2	1	-2	-3	-2	0	0	-3	0	-1
DNMT1 block	-1	2	-4	-2	40	0	1	0	2	.
Rin1-Abl PPI inh	3	3	-1	2	2	-1	1	0	0	.
Scp-1 inhibitor	-18	-2	-2	3	-8	0	-6	-2	-3	.
Rpn11 block	i	i	i	i	i	i	i	i	i	.
SUMO1-SIM PPI	2	-14	1	2	0	9	4	-5	-8	-22
STEP inh	5	-3	-2	1	-1	0	0	-1	0	.

At a glance, part of the list above:
[7] Cc1ccc(NC(=O)COc2ccccc2)cc1S(=O)(=O)N1CCCCCC1
[8] O=C(N/N=C/c1c[nH]c2ccccc12)c1ccc2c(c1)OCCO2
[9] CCCCN1Cc2c(nc3cc(-c4ccccc4)[nH]n3c2=O)C1=O
[10] CC(=O)N1c2ccccc2N=C(c2ccc3c(c2)OCO3)C1C(=O)NCc1ccccc1 (configuration not stated)

Compound	7	8	9	10
NadD inh	-8	-3	-3	.
Neddylation inh	i	i	.	i
LMPTP inh	1.5	-1.6	0.6	0.5
CSN inh	0	-3	0	-1
DNMT1 block	1	0	2	.
Rin1-Abl PPI inh	1	0	0	.
Scp-1 inhibitor	-6	-2	-3	.
Rpn11 block	i	i	i	.
SUMO1-SIM PPI	4	-5	-8	-22
STEP inh	0	-1	0	.

Continuation.
[11] CCN(C(=O)COC(=O)c1ccc(Cl)c(S(=O)(=O)N2CCCCC2)c1)C1CCS(=O)(=O)C1 (configuration not stated)
[12] CN(NC(=O)Nc1ccc(Cl)cc1)c1c(Cl)c(Cl)nn1C
[13] C=CCSc1nc2c(c(=N)n1CC=C)C1CCCC1S2 (configuration not stated)
[14] Cc1cc(C)c(C(N)=O)c(Cl)n1
[15] O=C(O)CN1C(=O)C2C3C=CC(C2C1=O)C1C(=O)N(CC(=O)O)C(=O)C31 (configuration not stated)
[16] CCCc1cc(NCCCCO)n2c(nc3ccccc32)c1C#N
[17] COc1ccc(OCc2cc(C(=O)NCc3cccc(C)n3)no2)c(Cl)c1
[18] CC(C)NC(=O)C1C(c2ccccc2)=Nc2ccccc2N1C(=O)c1cc(Cl)cc(Cl)c1 (configuration not stated)
[19] COc1ccc(C(=O)Nc2ccccc2NC(=O)c2ccco2)c(OC)c1
[20] O=C(c1cccc(Cl)c1)N1CCC2CC1c1cc(N3CCOCC3)ccc12 (configuration not stated)

Compound	11	12	13	14	15	16	17	18	19	20
NadD inh	-1	-4	9	-6	0	0	0	.	-5	2
Neddylation inh	i	i	i	i	i	.	i	i	i	i
LMPTP inh	0.3	-1.5	3.4	-0.4	-1.1	0.8	0.2	2.4	-0.5	-1.2
CSN inh	2	1	-3	-1	0	2	5	2	-1	8
DNMT1 block	1	0	2	2	5	3	-2	.	-1	1
Rin1-Abl PPI inh	1	4	1	-2	-5	-2	1	.	4	-4
Scp-1 inhibitor	7	-1	-8	-7	1	-2	-2	.	1	-4
Rpn11 block	i	i	i	i	i	i	i	.	i	i
SUMO1-SIM PPI	4	-3	-1	4	-5	2	0	-5	3	7
STEP inh	0	-1	5	-2	2	0	0	.	-3	2

An excerpt of these results, with each value named:
[14] Cc1cc(C)c(C(N)=O)c(Cl)n1
- NadD inh: -6
- Neddylation inh: i
- LMPTP inh: -0.4
- CSN inh: -1
- DNMT1 block: 2
- Rin1-Abl PPI inh: -2
- Scp-1 inhibitor: -7
- Rpn11 block: i
- SUMO1-SIM PPI: 4
- STEP inh: -2
[15] O=C(O)CN1C(=O)C2C3C=CC(C2C1=O)C1C(=O)N(CC(=O)O)C(=O)C31 (configuration not stated)
- NadD inh: 0
- Neddylation inh: i
- LMPTP inh: -1.1
- CSN inh: 0
- DNMT1 block: 5
- Rin1-Abl PPI inh: -5
- Scp-1 inhibitor: 1
- Rpn11 block: i
- SUMO1-SIM PPI: -5
- STEP inh: 2

New compounds follow.
[21] O=C(CSc1ccccn1)NC1CCCc2c1cnn2-c1ccccc1F (configuration not stated)
[22] O=C(O)CCCCN1C(=O)/C(=C\c2ccc(OCc3ccccc3)c(OCc3ccccc3)c2)SC1=S
[23] CCOC1=C2CN(S(=O)(=O)c3ccc(C)cc3)C(c3ccc(CC)cc3)CC2N(S(=O)(=O)c2ccc(C)cc2)C(c2ccc(CC)cc2)C1 (configuration not stated)
[24] O=C1CC(C2CCCO2)C(=O)N1Cc1ccccc1 (configuration not stated)
[25] COc1ccc(OCC(=O)NCCNC(=O)c2cccnc2)cc1
[26] NC(=O)[C@H](Cc1cc2ccccc2s1)NC(=O)[C@@H]1CC2(CC(c3cccc(NC(=O)[C@@H]4CCC(=O)N4)c3)=NO2)CN1C(=O)c1ccccc1 (some centres not stated)
[27] COc1cccc(C(c2sc3nc(C)nn3c2O)N2CCN(C(=O)c3ccco3)CC2)c1 (configuration not stated)
[28] O=C1c2c(Cl)c(Cl)c(Cl)c(Cl)c2C(=O)N1c1nccs1
[29] Cc1ccc(COC(=O)NCc2cccnc2)cc1
[30] COc1ccc(CCNS(=O)(=O)c2cn(C)cn2)cc1OC

Compound	21	22	23	24	25	26	27	28	29	30
NadD inh	-6	23	.	-1	0	9	-1	5	-3	-6
Neddylation inh	i	i	i	i	i	i	i	i	i	i
LMPTP inh	-0.8	35	1.5	-0.5	0.0	0.0	-1.3	-0.3	-0.9	0.1
CSN inh	-2	8	3	1	3	-4	-5	2	1	0
DNMT1 block	5	81*	.	-2	2	-4	3	11	0	1
Rin1-Abl PPI inh	-1	5	.	2	3	5	0	3	-4	1
Scp-1 inhibitor	.	1	.	-3	-5	-2	-1	-2	-2	9
Rpn11 block	i	+	.	i	i	i	i	i	i	i
SUMO1-SIM PPI	1	13	7	0	2	7	1	18	4	-3
STEP inh	0	4	.	-1	-1	4	2	10	0	-2

An excerpt from above with just DNMT1 block.
nr	SMILES	DNMT1 block
27	COc1cccc(C(c2sc3nc(C)nn3c2O)N2CCN(C(=O)c3ccco3)CC2)c1 (configuration not stated)	3
28	O=C1c2c(Cl)c(Cl)c(Cl)c(Cl)c2C(=O)N1c1nccs1	11
29	Cc1ccc(COC(=O)NCc2cccnc2)cc1	0
30	COc1ccc(CCNS(=O)(=O)c2cn(C)cn2)cc1OC	1

Continued:
[31] COc1cc2nc(CC(C)C)n(NC(=O)c3ccccc3)c(=O)c2cc1OC
[32] Cc1ccc(NC(=O)CSc2ccccc2NC(=O)c2cccc(Cl)c2)cc1Cl
[33] CCOc1ccc2c(c1)OC(c1ccc(C)cc1)(C(F)(F)F)NC2=O (configuration not stated)
[34] Cc1nc(C(N)=O)c(N)n1CCc1ccccc1
[35] Cc1ccc(S(=O)(=O)CCC(=O)Oc2ccc(-c3nnco3)cc2)cc1
[36] CCOC(=O)c1c(S(=O)(=O)NCCCc2ccco2)c(C)n(C)c1C
[37] CCOC(=O)COc1c(OC)cc(Cl)cc1C1NC(=O)NC(C)=C1C(C)=O (configuration not stated)
[38] CC(/C=N/NC(=O)c1sc(N)nc1C)=C\c1ccccc1
[39] Cn1c(=O)c2c(nc(NC3CCCCC3)n2Cc2ccccc2)n(C)c1=O
[40] Cc1cc(C)cc(NC(=O)CN2C(=O)NC(Cc3c[nH]c4ccccc34)C2=O)c1 (configuration not stated)

Compound	31	32	33	34	35	36	37	38	39	40
NadD inh	3	3	-9	-1	-5	2	3	-1	-7	5
Neddylation inh	i	i	i	i	i	i	i	i	i	i
LMPTP inh	-0.9	1.3	0.5	-1.8	-1.4	0.6	-0.3	2.8	-0.7	0.8
CSN inh	-2	-9	-3	3	2	3	-5	3	7	3
DNMT1 block	2	21	0	-1	1	3	0	6	2	-9
Rin1-Abl PPI inh	4	0	-1	0	3	3	5	2	-1	1
Scp-1 inhibitor	-4	2	-21	21	3	10	-4	-8	-5	-5
Rpn11 block	i	i	i	i	i	i	i	i	i	i
SUMO1-SIM PPI	3	12	-1	-4	1	7	2	-1	-2	-3
STEP inh	-5	-5	-2	-1	1	2	0	1	0	-2

Full records as entered above. Values in the order: NadD inh, Neddylation inh, LMPTP inh, CSN inh, DNMT1 block, Rin1-Abl PPI inh, Scp-1 inhibitor, Rpn11 block, SUMO1-SIM PPI, STEP inh
Profile of Cc1cc(C)c(C(N)=O)c(Cl)n1 = -6, i, -0.4, -1, 2, -2, -7, i, 4, -2
Profile of Cn1c(=O)c2c(nc(NC3CCCCC3)n2Cc2ccccc2)n(C)c1=O = -7, i, -0.7, 7, 2, -1, -5, i, -2, 0

More compounds
[41] CC1CN(C(=O)Cn2cc(SCC(=O)N3CCOCC3)c3ccccc32)CC(C)O1 (configuration not stated)
[42] O=C(NCc1ccccc1Cl)C1CCCN1C(=O)NCc1ccccc1 (configuration not stated)
[43] CC(OC(=O)c1cccc(-n2cnnn2)c1)C(=O)Nc1ccc(F)cc1 (configuration not stated)
[44] COc1ccc(CN(C(C)=O)c2cc(C)c([N+](=O)[O-])cc2OC)cc1OC

Compound	41	42	43	44
NadD inh	0	-3	0	2
Neddylation inh	i	i	i	i
LMPTP inh	-0.8	-3.4	-0.7	-1.6
CSN inh	5	5	6	0
DNMT1 block	-3	-1	-3	1
Rin1-Abl PPI inh	-3	-1	0	2
Scp-1 inhibitor	-5	-3	-6	.
Rpn11 block	i	i	i	i
SUMO1-SIM PPI	-1	-3	4	-4
STEP inh	1	-1	-4	0

Source: PubChem BioAssay
